Screens (PubChem)
Sm TGR block – blocks Schistosoma mansoni thioredoxin glutathione reductase. purified TGR, DTNB reduction, TNB absorbance 405 nm. Potency, µM (titrated, usually from 114 µM), inactives show top-dose activity change, negative = inhibition, actives largely listed as inhibitors. 360,000 compounds, 3% hits; active = well fitted inhibition curve with a large enough effect; inconclusive = small, poorly fitted or top-dose-only effect; inactive = no such curve, though single readings can be large or run the other way; also: nearly all actives have a fitted effect of over 60% in size
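TGR 20 nM + NADPH 100 uM (dispensed conc.), cpd preinc 15 min RT; start with NADPH (500 uM addition) then DTNB (15 mM addition). Kinetic TNB absorbance, 405 nm filter. Four-parameter Hill fit across titration.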
* marks the source's active call; other numbers are inactive results; ? = inconclusive. % is scaled to controls: 0 for no effect and ±100 for the full control effect; potency is read from the fitted curve at half-maximal effect. Not all compounds are listed; rates above refer to the full screens.

SMILES	Sm TGR block
CCOC(=O)N1CCc2c(sc3c2c(=O)n(-c2ccc(Cl)cc2)c(=O)n3CC(=O)c2ccc(F)cc2)C1	-17%
COc1ccc(-c2nn(C)c3sc(C(=O)N4CCN(c5cccc(Cl)c5)CC4)cc23)cc1OC	-15%
Cc1cccc(NC(=O)C(=O)NCCc2csc(-c3ccc(F)cc3)n2)c1C	5%
CCOC(=O)c1c(C)n(-c2ccccc2)c2ccc(OC(=O)c3cc(OC)cc(OC)c3)cc12	-1%
COc1ccc(C(=O)Nc2ccc(NC(=O)c3cccs3)cc2)cc1OC	3%
COc1cccc(-c2nnc(SCC(=O)NC3CCCCC3)o2)c1	10%
CCCCNc1nc2c(c(=O)n(Cc3ccc(Cl)c(Cl)c3)c(=O)n2C)n1C	4%
Cc1ccccc1CNC(=O)c1ccc(NC(=O)N2CCCCc3ccccc32)cc1	-5%
COc1ccccc1NCc1cccn1-c1nnc(N2CCCCCC2)s1	4%
CCOc1ccc(C(=O)NCCc2sc(-c3ccc(OC)c(OC)c3)nc2C)cc1	-7%
COc1ccc(CNC(=O)COCc2cc(-c3cccs3)on2)cc1	-3%
Cc1ccc(-c2nnc3c4ccccc4c(C)nn23)cc1NC(=O)c1cccc(Br)c1	4%
COCCNC(=O)CSc1nnc(-c2ccc(OC)c(OC)c2)c(-c2ccc(OC)c(OC)c2)n1	0%
CCc1ccc(S(=O)(=O)c2nnn3c2nc(NCc2ccccc2OC)c2cc(Cl)ccc23)cc1	8%
CCCC(=O)NCc1nc2cccnc2n1Cc1ccc(F)cc1	4%
COc1ccc(S(=O)(=O)c2c(O)c3ccc(C(=O)NCc4ccc(F)cc4)cc3[nH]c2=O)cc1	5%
Cc1ccccc1C(=O)n1nc(-c2ccco2)nc1NCc1ccc(Cl)cc1	8%
CCOc1ccc(-c2cc3nc(C4CCN(C(=O)OC(C)(C)C)CC4)c(C(=O)Nc4c(C)cccc4C)cn3n2)cc1	5%
CCOC(=O)c1cnc2c(Cl)cc(Cl)cc2c1Nc1ccccc1OC	0%
COc1ccc(N2CCN(C(c3ccc(F)cc3)c3sc4nc(-c5ccco5)nn4c3O)CC2)cc1 (stereo unspecified)	9%
Cc1coc2cc3oc(=O)c(CC(=O)NCc4ccccc4)c(C)c3cc12	7%
O=C(NCc1cccs1)c1ccc(CSc2nc3ccncc3n2Cc2cccc(F)c2)cc1	2%
Cc1ccccc1N(C)C(=O)c1noc2c1COc1ccccc1-2	0%
O=C(CSc1nc2ncccc2[nH]1)Nc1cc(F)ccc1F	4%
CC(=O)N1c2ccc(S(=O)(=O)NCC3CCC(C(=O)Nc4ccc(C)cc4)CC3)cc2CC1C (stereo unspecified)	10%

Reformatted bar-delimited: entries from further up
SMILES | Sm TGR block
COc1ccc(C(=O)Nc2ccc(NC(=O)c3cccs3)cc2)cc1OC | 3%
COc1cccc(-c2nnc(SCC(=O)NC3CCCCC3)o2)c1 | 10%

Remaining list, next part:
SMILES	Sm TGR block
Cc1ccc2oc3c(c(=O)c2c1)C(c1ccc(O)cc1)N(c1nc(C)c(C)s1)C3=O (stereo unspecified)	0%
Cc1nn(-c2ccccc2)c2sc(C(=O)Nc3cccc(Cl)c3)cc12	3%
CCOC(=O)c1cnn(-c2ccc(C(=O)Nc3cc(OC)c(OC)c(OC)c3)cc2)c1N	-6%
CC(=O)c1sc(N2C(=O)c3oc4ccccc4c(=O)c3C2c2ccc(C)cc2)nc1C (stereo unspecified)	22%
COCCN(CCOC)S(=O)(=O)c1ccc(C(=O)Nc2sc3c(c2C(N)=O)CCCC3)cc1	0%
O=C(Nc1ccc2c(c1)OCO2)c1cccn(Cc2cccc(F)c2)c1=O	-2%
CCC(=O)N1CCc2cc(Br)cc(S(=O)(=O)CCC(=O)N3CCN(c4cc(C)ccc4C)CC3)c21	0%
O=C(CCC1N=C2c3ccccc3N=C(SCc3ccc(F)cc3)N2C1=O)N1CCN(c2ccccc2)CC1 (stereo unspecified)	7%
Cc1cccc(CC(=O)Nc2cccc(-c3cn4cccnc4n3)c2)c1	8%
COc1ccc(S(=O)(=O)N(CCc2ccccc2)CC(=O)NCc2ccccc2)cc1OC	-1%
Cc1cc(-n2c(C)nc3ccccc3c2=O)ccc1NC(=O)c1cccc([N+](=O)[O-])c1	16%
COc1ccccc1NC(=O)CSc1nnc(-c2ccccc2C)o1	1%
COC(=O)c1ccc(NC(=O)C2CCN(C(=O)c3ccc(F)cc3)CC2)cc1	-2%
O=C(NCc1cccc(Cl)c1)c1ccc2c(c1)nc1n2CCOC1	-6%
CCOc1ccc(NC(=O)c2ccc3c(c2)CCN3S(=O)(=O)CC)cc1	-1%
O=S(=O)(c1ccc(Br)cc1)c1nnn2c1nc(NCCc1ccccc1)c1sccc12	1%
Cc1ccc(Cn2c(C)c3cnn(CC(=O)N4CCN(c5ccc(F)cc5)CC4)c(=O)c3c2C)cc1	17%
CCOc1ccc(NC(=O)c2cc(C)nc3c2c(C)nn3-c2ccc(C)cc2)cc1	15%
CCN(CC)S(=O)(=O)c1ccc2c(c1)N(CC(=O)Nc1cccc(C(C)=O)c1)C(=O)CO2	-3%
COc1ccc(OC)c(CNC(=O)C2COc3ccccc3C2)c1 (stereo unspecified)	1%
CC1CCN(S(=O)(=O)c2cccc(C(=O)NC3CCS(=O)(=O)C3)c2)CC1 (stereo unspecified)	0%
COc1ccc(C(=O)c2c(N)c(-c3nc(-c4ccc5c(c4)OCO5)cs3)c3ccccn23)cc1	9%
COc1ccc(C(=O)COC(=O)c2cccc(NC(=O)c3ccc(OC)c(OC)c3)c2)cc1	1%
COc1ccc(NC(=O)C(=O)NCCc2csc(-c3ccc(Cl)cc3)n2)cc1	8%
O=C(NCCn1cc(SCc2ccccc2Cl)c2ccccc21)c1cccs1	3%
(further entries)
SMILES	Sm TGR block
COc1ccc(Nc2ncnc3c2cnn3C)c(OC)c1	12%
CC(=O)c1ccc(N2CCN(S(=O)(=O)c3cc(-c4onc(C)c4C)ccc3C)CC2)cc1	0%
Cc1ccc(Cn2c(=O)n(CCc3ccccc3)c(=O)c3sc4ccccc4c32)cc1	5%
COc1ccc(C2C(=O)N(C3CCC(C)CC3)CC(=O)N2C2CCCC2)cc1OC (stereo unspecified)	3%
COc1ccccc1NC(=O)C1CCN(C(=O)c2sc3nc[nH]c(=O)c3c2C)CC1	-7%
COc1ccc(Cl)cc1NC(=O)CCn1nc(C)cc1C	-4%
COc1ccc(S(=O)(=O)c2cn(Cc3ccccc3)c3cc(N4CCCC4)c(F)cc3c2=O)cc1	1%
Cc1cccc(Cc2c(C)nc3nc(SCc4ccccc4Cl)nn3c2C)c1	1%
CCc1ccc(NCc2cccn2-c2nnc(N3CCCCCC3)s2)cc1	9%
COc1cccc(NC(=O)C2=C(C)C(=O)OC23CCN(C(C)=O)CC3)c1	-11%
CCOC(=O)c1ccc(NC(=O)C2CCCN(c3ccc(Sc4ccc(C)cc4)nn3)C2)cc1 (stereo unspecified)	2%
Cc1ccc(CNC(=O)c2cc(NS(=O)(=O)c3ccc(C)cc3)ccn2)cc1	-25%
Cc1cccc(C)c1NC(=O)c1cc(S(=O)(=O)N2CCc3ccccc3C2)ccc1F	-18%
Cc1ccc(NC(=O)CCC(=O)N2Cc3ccccc3Oc3ncccc32)c(C)c1	1%
COc1cc(NS(=O)(=O)c2ccc3oc(=O)c4ncn(C)c4c3c2)cc(OC)c1	0%
Oc1ccccc1-c1nc(-c2cccs2)c(-c2cccs2)[nH]1	3%
COc1ccc(CCn2c3c(c(=O)[nH]c2=O)C(NC(=O)c2ccc(C(C)(C)C)cc2)(C(F)(F)F)C(=O)N3)cc1OC (stereo unspecified)	?
Cc1ccc(-c2noc(-c3nnn(-c4ccc(Br)cc4F)c3C)n2)cc1	11%
CCc1ccc(-n2nc(C)c3c(C)cc(=O)n(CC(=O)NCc4ccc(C)cc4)c32)cc1	-5%
COc1cc(Cl)c(NC(=O)CCS(=O)(=O)c2cc3c(cc2Cl)NC(=O)CO3)c(OC)c1	2%
CCOc1ccc(NC(=O)CSc2oc(-c3ccco3)nc2S(=O)(=O)c2ccccc2)cc1	-1%
Cc1ccc(NC(=O)C2CCN(c3nc4ccccc4[nH]3)CC2)c(C)c1	-2%
COc1ccc(S(=O)(=O)N2CCN(c3ccc(Cl)c(Cl)c3)CC2)c2ccccc12	5%
CCCc1nn2c(=O)cc(COC(=O)c3ccccc3NC(=O)c3ccc(Cl)cc3)nc2s1	-1%
O=C(Cn1c(=O)n(Cc2cccs2)c(=O)c2cccnc21)Nc1ccc(F)cc1	-4%

The list goes on, starting with the last 6 of the part before.
SMILES	Sm TGR block
COc1cc(Cl)c(NC(=O)CCS(=O)(=O)c2cc3c(cc2Cl)NC(=O)CO3)c(OC)c1	2%
CCOc1ccc(NC(=O)CSc2oc(-c3ccco3)nc2S(=O)(=O)c2ccccc2)cc1	-1%
Cc1ccc(NC(=O)C2CCN(c3nc4ccccc4[nH]3)CC2)c(C)c1	-2%
COc1ccc(S(=O)(=O)N2CCN(c3ccc(Cl)c(Cl)c3)CC2)c2ccccc12	5%
CCCc1nn2c(=O)cc(COC(=O)c3ccccc3NC(=O)c3ccc(Cl)cc3)nc2s1	-1%
O=C(Cn1c(=O)n(Cc2cccs2)c(=O)c2cccnc21)Nc1ccc(F)cc1	-4%
Cc1oc(-c2ccc(C(=O)Nc3ccc(F)cc3)cc2)nc1COc1ccccc1	1%
CCCOc1ccc(C2C(=O)N(C3CCCCCC3)CC(=O)N2Cc2ccccc2OC)cc1OC (stereo unspecified)	3%
CCc1ccc(S(=O)(=O)Nc2cccc(-c3ccc(OC)nn3)c2)s1	7%
CCCOC(=O)c1c(C)oc2c1cc(NS(=O)(=O)c1ccc(OCC)cc1)c1ccccc12	-4%
CCN(CC)c1ccc(NC(=O)C2CCCN(S(=O)(=O)c3ccc4c(c3)oc(=O)n4C)C2)c(C)c1 (stereo unspecified)	-7%
Cc1ccc(CNC(=O)c2ccc3c(c2)CCN3S(=O)(=O)c2ccccc2)cc1	0%
CCCc1nc2ccccc2n2c(-c3ccc(C)cc3)c3c(=O)n(C)c(=O)n(C)c3c12	-1%
CCOC(=O)c1c(NC(=O)c2ccc(F)cc2)sc2c1CCC(CC)C2 (stereo unspecified)	-3%
CCOc1ccc2nc(N3CCCC(C(=O)Nc4ccc(Br)c(C)c4)C3)sc2c1 (stereo unspecified)	-7%
Cc1ccc(/C=C/c2onc(C)c2S(=O)(=O)N2CCC(C(=O)N3CCOc4ccccc43)CC2)cc1	0%
CCC(Sc1nc2nccnc2c(=O)n1Cc1ccccc1Cl)C(=O)NC1CCCCC1 (stereo unspecified)	-10%
Cc1cccc(OCC(=O)Nc2cccc(C(=O)OCc3cc(=O)n4c(C)csc4n3)c2)c1	-2%
CN(C(=O)CSc1nnc(NC(=O)Nc2ccccc2)s1)c1ccccc1	-1%
Cc1cc(Br)ccc1NC(=O)Cn1cc(S(=O)(=O)N2CCN(c3ccccc3F)CC2)c2ccccc2c1=O	-1%
COc1ccc(NC(=O)Nc2cn(CC(C)C)c(=O)c3ccccc23)c(OC)c1	-3%
COc1ccc(Cn2c(=O)c3oc4ccccc4c3n(Cc3cccc(C(F)(F)F)c3)c2=O)cc1	5%
COc1ccc(-c2ccc(NS(=O)(=O)c3ccc(C(C)=O)cc3)cc2)nn1	1%
Cc1ccc2oc(=O)n(CCNC(=O)Nc3ccc(C)c(F)c3)c2c1	3%
CCOc1ccc(-c2nonc2NC(=O)c2oc3ccc(Cl)cc3c2C)cc1	9%
COc1ccc(NC(=O)CSc2nc(-c3cccs3)cc(C(F)(F)F)n2)c(OC)c1	4%
CCCCn1c(C(C)NC(=O)c2ccccc2)nc2ccccc21 (stereo unspecified)	0%
COc1ccc(OC)c(CCNC(=O)c2cc3c(-c4ccccc4F)nn(C)c3s2)c1	4%
CCc1ccc(S(=O)(=O)c2nnn3c2nc(N2CCOCC2)c2sccc23)cc1	0%
COc1ccc(OCC(=O)Nc2ccc(C(=O)OCc3cc(=O)n4nc(C)sc4n3)cc2)cc1	1%
CCOC(=O)c1cccc(NC(=O)CC2C(=O)N(c3ccc(Cl)cc3)C(=O)N2C2CCCC2)c1 (stereo unspecified)	-6%

Brought forward from above: 2 entries, then new ones.
SMILES	Sm TGR block
COc1ccc(OCC(=O)Nc2ccc(C(=O)OCc3cc(=O)n4nc(C)sc4n3)cc2)cc1	1%
CCOC(=O)c1cccc(NC(=O)CC2C(=O)N(c3ccc(Cl)cc3)C(=O)N2C2CCCC2)c1 (stereo unspecified)	-6%
COc1ccc(C2C(=O)N(C3CCC(C)CC3)CC(=O)N2Cc2ccccc2Cl)cc1OC (stereo unspecified)	-2%
CCOCCOC(=O)c1ccc2c(c1)N(Cc1ccccc1C#N)C(=O)c1ccccc1S2(=O)=O	6%
Cc1ccc(C)c(NC(=O)Cn2cc(C(=O)C3CCCCC3)c3ccccc32)c1	0%
CCOC(=O)CSc1nc2ccc(NC(=O)c3ccc(Cl)cc3)cc2s1	2%
Cn1c(=O)c2c(nc(NCc3ccccc3)n2Cc2ccccc2)n(C)c1=O	-2%
COc1ccc(NC(=O)Cc2coc3cc(C)cc(C)c23)c(OC)c1	1%
CCOc1ccc(-n2c(=O)c3c4c(sc3n(Cc3cccc(C)c3)c2=O)CCCC4)cc1	11%
Cc1ccc(NC(=O)Nc2c[nH]c(=O)[nH]c2=O)c(Cl)c1	-3%
CCCC(=O)Nc1ccccc1OCc1cc(=O)n2cc(C)ccc2n1	1%
O=C(Nc1nnc(S(=O)(=O)N2CCCC2)s1)c1ccc(F)cc1	4%
